Compound activity from PubChem BioAssay.
Mtb UGM inh: M. tuberculosis UGM enzyme inhibitors, primary screen, biochemical, fluorescence polarization, single point | UDP-galactopyranose mutase (Mycobacterium tuberculosis (strain ATCC 25618 / H37Rv)), … | AID 504406, 2011 | inhibition, % at 10 µM | purified UGM, fluorescence polarization probe displacement | hit rate 0.06% among 320,000; in the data active means inhibition above about 10%, passing the limit was not always enough; inconclusive means no clear call, values can overlap the other calls
PrPC surface inh: inhibitors of human cell surface prion protein PrPC, primary screen, cell-based, TR-FRET | Major prion protein (Homo sapiens), P04156 | TR-FRET read-out | inhibition, % at 13.8 µM | hit rate 0.43% among 370,000 | AID 720596, 2013; in the data active means inhibition above about 24%; further: 0% = median of the test wells and 100% = reference compound wells
Mtb BioA inh: M. tuberculosis BioA enzyme inhibitors, primary screen, biochemical, plate reader, single point, HTS; AID 602481, 2012; hit rate 0.096% among 360,000; inhibition, % at 9.99 µM; purified M. tuberculosis BioA enzyme; in the data active means inhibition above about 40%; inconclusive means no clear call, values can overlap the other calls
FadD28 FP inh: inhibitors of FadD28 bisubstrate probe binding, primary screen, biochemical, fluorescence polarization, single point. AID 588549, 2011. Mycobacterium tuberculosis FadD28 fatty-acid-AMP ligase. hit rate 0.22% among 360,000. inhibition, % at 12.5 µM; in the data active means inhibition above about 8.5%, passing the limit was not always enough; inconclusive means no clear call, values can overlap the other calls
MazF activator: activators of E. coli MazEF toxin-antitoxin RNase, primary screen, biochemical, fluorescence, uHTS | FAM/BHQ RNA-DNA oligo cleavage fluorescence, 5 h | hit rate 0.32% among 350,000 | AID 504720, 2011 | Endoribonuclease toxin MazF (Escherichia coli (strain K12)), P0AE70 | activation, % at 20 µM; in the data active means activation above about 50%
Target sequence (P0AE70 whole entry, looked up): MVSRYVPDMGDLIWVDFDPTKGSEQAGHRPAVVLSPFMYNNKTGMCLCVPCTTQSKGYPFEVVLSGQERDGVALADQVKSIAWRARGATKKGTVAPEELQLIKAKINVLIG
GDH-TPI inh: GDH-TPI coupling enzyme inhibitors, primary screen, artefact control for M. tuberculosis FBA inhibitor project, biochemical, absorbance, full deck; hit rate 1.2% among 360,000; GDH-TPI coupled enzyme counterscreen, NADH absorbance; inhibition, % at 4.8 µM; in the data active means inhibition above about 30%;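 further: 0% = DMSO wells and 100% = wells lacking the enzyme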
Rv3671c inh: Rv3671c serine protease inhibitors, primary screen, biochemical, fluorescence polarization, M. tuberculosis H37Rv. P9WHR9. inhibition, % at 5.96 µM. hit rate 0.048% among 320,000; in the data active means inhibition above about 38%;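 further: extracellular domain of Rv3671c used as enzyme; 0% = enzyme with DMSO and 100% = no enzyme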
Target sequence (P9WHR9 whole entry, looked up, the tested form may be a part): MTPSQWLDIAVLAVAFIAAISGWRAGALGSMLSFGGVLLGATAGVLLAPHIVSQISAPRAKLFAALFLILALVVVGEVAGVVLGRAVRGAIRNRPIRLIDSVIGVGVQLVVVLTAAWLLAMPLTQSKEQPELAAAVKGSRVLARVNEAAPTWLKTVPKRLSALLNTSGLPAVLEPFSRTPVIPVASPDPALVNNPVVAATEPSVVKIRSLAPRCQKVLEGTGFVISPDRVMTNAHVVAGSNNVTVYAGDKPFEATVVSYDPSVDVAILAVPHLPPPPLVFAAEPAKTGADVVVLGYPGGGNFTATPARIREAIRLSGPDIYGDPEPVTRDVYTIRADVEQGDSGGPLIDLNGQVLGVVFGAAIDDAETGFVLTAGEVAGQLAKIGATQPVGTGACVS
BoNT F protease: BoNT/F light chain protease inhibitors, primary screen, biochemical, flow cytometry, MLPCN library; Botulinum neurotoxin type F light chain protease (Clostridium botulinum); Multiplex microsphere protease cleavage assay; inhibition, % at 10 µM; hit rate 0.22% among 360,000; AID 588497, 2011; in the data active means inhibition above about 35%, passing the limit was not always enough; inconclusive means no clear call, values can overlap the other calls; further: plate controls were buffer without enzyme for full effect and enzyme alone for no effect
Mtb FBA inh: Mtb FBA enzyme inhibitors, primary screen, biochemical, fluorescence, strain H37Rv; Fructose-bisphosphate aldolase (Mycobacterium tuberculosis (strain ATCC 25618 / H37Rv)), …; purified M. tuberculosis FBA, fluorescence read-out; inhibition, % at 1 µM; hit rate 2.3% among 360,000; AID 588726, 2011; in the data active means inhibition above about 27%;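 further: 0% = vehicle and 100% = reference inhibitor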
Target sequence (P9WQA3 whole entry, looked up): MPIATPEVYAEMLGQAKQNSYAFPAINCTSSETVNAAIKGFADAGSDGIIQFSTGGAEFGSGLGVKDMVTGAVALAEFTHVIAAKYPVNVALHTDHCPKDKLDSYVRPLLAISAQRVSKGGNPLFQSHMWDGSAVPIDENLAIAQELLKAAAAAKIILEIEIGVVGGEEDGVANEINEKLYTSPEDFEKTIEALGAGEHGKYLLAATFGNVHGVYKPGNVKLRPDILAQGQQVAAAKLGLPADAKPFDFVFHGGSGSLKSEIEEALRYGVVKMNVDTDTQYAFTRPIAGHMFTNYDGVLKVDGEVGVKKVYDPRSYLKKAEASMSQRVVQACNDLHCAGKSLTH
The depositor's hits bear a star; ? = inconclusive; . = not tested or not shown.

SMILES	Mtb UGM inh	PrPC surface inh	Mtb BioA inh	FadD28 FP inh	MazF activator	GDH-TPI inh	Rv3671c inh	BoNT F protease	Mtb FBA inh
CCOC(=O)c1ccc(Nc2nnc3nc(C)cc(C)n23)cc1	2.8	-1	14	-2.7	-4	-2	-6	-2	1
COCCN(CCOC)c1nc(-c2ccccc2)nc2ccccc12	-1.5	1	0.0	-4.7	0	11	.	1	-2
O=C(Nc1ccc(C(F)(F)F)cc1)c1ccccc1	0.5	5	-7.0	-0.1	5	3	-11	-6	6
CCOC(=O)c1[nH]c(C)c(/C(O)=C2\C(=O)C(=O)N(CCN(C)C)C2c2cccc(OC)c2OC)c1C (stereo unspecified)	-0.3	-1	.	-2.4	-2	7	0	3	-1
Oc1c(C(c2ccccc2)N2CCOCC2)ccc2ccccc12 (stereo unspecified)	.	2	-0.6	-1.5	-26	1	.	0	3
O=S(=O)(c1ccccc1)C1CC1(c1ccccc1)c1ccccc1 (stereo unspecified)	.	-1	.	-6.4	2	-6	.	1	-2
Cc1nn(-c2ccc(F)cc2)c(Cl)c1/C=N/NC(=O)c1cccs1	2.8	4	.	-1.3	68*	16	-13	-4	1
CCOc1ccc(NC(=O)CN(C)C(=O)c2ccccc2SCC(=O)N2CCCC2)cc1OCC	-0.7	3	.	-1.7	2	1	-1	?	2
OCc1ccnc2c(O)cccc12	-0.1	-8	-0.4	-0.9	3	3	2	10	2
CSc1cccc(NS(=O)(=O)c2cc(Br)cnc2N)c1	-0.1	2	1.5	-1.0	5	3	2	-1	1

Retrieved one by one from above:
SMILES	Mtb UGM inh	PrPC surface inh	Mtb BioA inh	FadD28 FP inh	MazF activator	GDH-TPI inh	Rv3671c inh	BoNT F protease	Mtb FBA inh
CSc1cccc(NS(=O)(=O)c2cc(Br)cnc2N)c1	-0.1	2	1.5	-1.0	5	3	2	-1	1
CCOC(=O)c1[nH]c(C)c(/C(O)=C2\C(=O)C(=O)N(CCN(C)C)C2c2cccc(OC)c2OC)c1C (stereo unspecified)	-0.3	-1	.	-2.4	-2	7	0	3	-1

(next part)
SMILES	Mtb UGM inh	PrPC surface inh	Mtb BioA inh	FadD28 FP inh	MazF activator	GDH-TPI inh	Rv3671c inh	BoNT F protease	Mtb FBA inh
COc1ccc(OCCN2CCC(C(=O)NC(c3ccccn3)c3ccccc3OC)CC2)cc1 (stereo unspecified)	.	-1	0.0	-4.3	.	-11	.	-4	-1
CCCc1ccc(-c2cc(N)n[nH]2)cc1	0.0	-2	-2.3	-1.5	-5	-3	-6	-17	4
CCOc1ccc(/C=C2\SC(=S)N(CCC(=O)Nc3ccc(C(=O)O)cc3)C2=O)cc1	-0.1	5	1.3	0.3	-9	-13	0	-1	0
CCOC(=O)c1cc2c(ccn2C)n1Cc1ccccc1Cl	1.1	0	.	-0.1	-7	3	-1	6	11
COc1cc(/C=N/NC(=O)c2cccnc2)ccc1OC(=O)c1cc(OC)c(OC)c(OC)c1	-4.3	-8	6.2	-6.2	4	6	-17	11	-1
CN1/C(=C\C=O)C(C)(C)c2ccccc21	-1.5	3	.	0.8	18	29	-21	-7	1
COc1ccc(OC)c(NC(=O)Cc2ccc(NC3=NC4CS(=O)(=O)CC4S3)cc2)c1 (stereo unspecified)	-0.1	-2	-0.2	0.1	7	-1	0	-11	0
Cc1ccc(S(=O)(=O)N2CCC(C(=O)NCc3ccncc3)CC2)cc1	2.4	6	-0.9	1.7	7	1	-1	1	0
O=C(CCc1nc2ccccc2[nH]1)NCc1ccc2c(c1)OCO2	3.1	-6	0.1	0.7	6	5	-2	-4	1
Cc1noc(C)c1COc1ccccc1C(=O)N1CCN(S(=O)(=O)c2ccccc2C(F)(F)F)CC1	3.0	4	.	-3.8	-1	-3	-3	1	-2
COc1ccc(/C=C2\SC(=S)N(CCCC(=O)Nc3ccccn3)C2=O)cc1OC	2.6	-7	.	-0.4	-21	6	-21	10	-7
Cc1ccc(N2C(=O)CC(Sc3nccc(C)n3)C2=O)cc1 (stereo unspecified)	1.6	-1	1.6	-1.8	5	-8	12	-19	0
O=C(COC(=O)c1cccc(F)c1)NC1CC1	2.6	-4	.	2.2	-13	3	6	3	2
Cc1cc2cc(CN(Cc3ccco3)S(=O)(=O)c3c(C)ccc4nsnc34)c(=O)[nH]c2cc1C	1.5	-8	-0.8	-5.4	-8	17	-5	-2	-2
CC(OC(=O)c1ccc(S(=O)(=O)N2CCCCC2)cc1)C(=O)Nc1ccc(C(N)=O)cc1 (stereo unspecified)	.	-5	7.9	-1.2	-38	-3	-5	-4	0
COc1ccc(C(=O)COC(=O)C(CCSC)NC(=O)COc2ccccc2)cc1 (stereo unspecified)	0.0	0	-1.0	-0.8	-1	2	3	17	3
COc1cc(/C=N/NC(=S)NCCN2CCOCC2)cc(OC)c1O	-2.3	-6	0.8	-2.5	7	49*	2	-3	4
CCOC(=O)c1c(NC(=O)CN2CCCc3ccccc32)sc(C(C)=O)c1C	-2.2	-9	.	-3.1	-8	20	4	-10	1
Cc1ccc(NC(=O)NCCN2CCN(C(=O)Nc3ccc(C)cc3)CC2)cc1	-3.0	-3	0.1	-0.1	0	-2	6	7	3
CCOC(=O)C1CCN(CCCSc2ccccc2)CC1	1.3	7	0.6	-2.1	10	1	1	?	3
Cc1cccc(N2CCN(S(=O)(=O)c3ccc4c(c3)CCCN4C(=O)C3CCC3)CC2C)c1 (stereo unspecified)	-0.5	-1	-0.7	-2.4	0	6	1	.	0
CC(C)(C)CC(C)(C)c1ccc(O)c(CN2CCN(CCC#N)CC2)c1	0.1	-2	1.8	-2.5	-3	-3	-16	-11	-5
O=c1[nH]c(O)c(C=Nc2ccc(Cl)c(C(F)(F)F)c2)c(=O)[nH]1	0.4	0	1.9	-0.9	-49	6	-12	3	-4
O=C(Oc1ccccc1Cl)c1ccccc1	.	3	-3.8	2.6	-4	-5	.	1	5
CCOc1cc(NC(=S)NCCCN2CCOCC2)c(OCC)cc1NC(=O)C1CCCCC1	0.9	-6	.	0.1	-2	3	3	-5	0
Cn1nc([N+](=O)[O-])nc1Sc1ccc(Cl)cc1	-0.7	-30	.	0.6	10	10	8	-4	-2
O=C(NN=C1CCCC1)NC1CCCCC1	.	3	2.4	-4.8	9	1	-13	-6	0
CCCOc1ccc(N2C(=O)CC(SCC(N)C(=O)OCC)C2=O)cc1 (stereo unspecified)	3.4	0	1.3	-5.3	7	-22	-6	?	0
COc1ccc(CCC(=O)NNC(=O)Nc2ccccc2Cl)cc1	-0.4	6	-0.7	1.5	-5	-5	.	10	2
CCOC(=O)c1c(C#N)c(SCC(=O)Nc2ccc(OC)cc2)nc2c1CN(CC)CC2	0.7	-10	-0.9	0.7	-24	18	6	-23	-1

Entries shown so far containing a thiophene ring, fused or not, in the order listed:
SMILES	Mtb UGM inh	PrPC surface inh	Mtb BioA inh	FadD28 FP inh	MazF activator	GDH-TPI inh	Rv3671c inh	BoNT F protease	Mtb FBA inh
Cc1nn(-c2ccc(F)cc2)c(Cl)c1/C=N/NC(=O)c1cccs1	2.8	4	.	-1.3	68*	16	-13	-4	1
CCOC(=O)c1c(NC(=O)CN2CCCc3ccccc32)sc(C(C)=O)c1C	-2.2	-9	.	-3.1	-8	20	4	-10	1

(continued)
SMILES	Mtb UGM inh	PrPC surface inh	Mtb BioA inh	FadD28 FP inh	MazF activator	GDH-TPI inh	Rv3671c inh	BoNT F protease	Mtb FBA inh
COc1ccc(Oc2ncc(CN3CCN(c4ccccc4)CC3)s2)cc1	2.7	-3	-0.5	-1.2	-7	-1	6	?	7
CN1CCN(/N=C/c2nc(-c3ccccc3Cl)n3ccccc23)CC1	-1.9	-8	.	-1.2	-2	24	-11	-5	1
Cc1ccc(/C=N/NC(=O)CSc2ccccn2)o1	0.0	5	.	-0.3	10	8	-10	-10	3
O=C(COc1ccccc1)NCCc1nc2ccccc2[nH]1	1.5	-2	-4.3	-1.1	-10	-2	-8	16	-2
O=C(NCCCc1ccccc1)c1cc(COc2ccc(F)cc2Cl)on1	0.6	3	-1.3	-6.1	-14	-7	-11	-8	-4
CC(C)CCNC(=O)C(NS(=O)(=O)c1ccc2c(c1)c(=O)n(C)c(=O)n2C)c1ccccc1 (stereo unspecified)	-1.1	-2	-0.7	-3.4	6	0	4	-1	0
CCc1nc(NCCC(C)C)c2nnn(Cc3ccccc3)c2n1	-2.2	-4	-2.8	-3.2	-14	-3	4	?	2
CC(C)NC(=O)c1ccc2c(c1)N(CC(=O)Nc1ccccc1F)C(=O)C(C)(C)O2	0.4	0	-1.1	-2.7	3	1	-11	-17	0
CN(CC1CCOCC1)C(=O)CC1C(=O)NCCN1Cc1ccccc1F (stereo unspecified)	-4.1	1	-1.0	-0.1	-3	0	7	-4	3
O=C(CSC1=NCCS1)Nc1ccc(S(=O)(=O)NC2CCCCC2)cc1	-0.9	6	2.8	-3.4	-7	6	1	-4	-3

Among those listed so far, these have an aryl thioether with sulfur outside any ring:
SMILES	Mtb UGM inh	PrPC surface inh	Mtb BioA inh	FadD28 FP inh	MazF activator	GDH-TPI inh	Rv3671c inh	BoNT F protease	Mtb FBA inh
CCOc1ccc(NC(=O)CN(C)C(=O)c2ccccc2SCC(=O)N2CCCC2)cc1OCC	-0.7	3	.	-1.7	2	1	-1	?	2
CSc1cccc(NS(=O)(=O)c2cc(Br)cnc2N)c1	-0.1	2	1.5	-1.0	5	3	2	-1	1
Cc1ccc(N2C(=O)CC(Sc3nccc(C)n3)C2=O)cc1 (stereo unspecified)	1.6	-1	1.6	-1.8	5	-8	12	-19	0
CCOC(=O)C1CCN(CCCSc2ccccc2)CC1	1.3	7	0.6	-2.1	10	1	1	?	3
Cn1nc([N+](=O)[O-])nc1Sc1ccc(Cl)cc1	-0.7	-30	.	0.6	10	10	8	-4	-2
CCOC(=O)c1c(C#N)c(SCC(=O)Nc2ccc(OC)cc2)nc2c1CN(CC)CC2	0.7	-10	-0.9	0.7	-24	18	6	-23	-1
Cc1ccc(/C=N/NC(=O)CSc2ccccn2)o1	0.0	5	.	-0.3	10	8	-10	-10	3
